# Compound activity deposited in PubChem BioAssay by several laboratories.
# phage Ecoli inh: E. coli growth loss with phage present; growth absorbance; inhibition, % at 11.9 µM; 360,000 tested, 0.26% active; in the data active means inhibition above about 11%
# AddAB inh: less growth of phage-infected E. coli with AddAB; inhibition, % at 11.9 µM; E. coli expressing H. pylori AddAB, absorbance growth; AID 435030; 330,000 tested, 0.29% active; in the data active means inhibition above about 12%;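 further: 0% = vehicle wells of infected cells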
# PfHsp90 set2: reduces growth (ATP signal) of yeast expressing P. falciparum Hsp90. 310,000 tested, 0.32% active. S. cerevisiae expressing PfHsp90, BacTiter-Glo ATP, 48 h; yeast lacking PDR1 and PDR3 efflux regulators. inhibition, % at 9.4 µM;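 active means every replicate shows inhibition above about 80%, whatever the replicate mean, limit read from the data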;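 further: 0% = DMSO neutral controls and 100% = 20 µM radicicol positive controls; yeast relying on Plasmodium falciparum Hsp90 in place of its own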
# Tat export inh: E. coli Tat transport inhibition; E. coli MC4100 TorA-mCherry Tat export, fluorescence; 340,000 tested, 0.036% active; inhibition, % at 10 µM; AID 488895;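 active means mean replicate inhibition at least 50% and at least half of replicates individually reaching 50%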;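 further: exported cargo escapes ClpAP degradation while cytoplasmic cargo is degraded and loses fluorescence; 0% = median of neutral control wells and 100% = median of NaSCN control wells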
# PKA-R2B act: activators of human PKA-R2B complex; P22694+P31323; PKA-R2B holoenzyme dissociation, Cy5-IP20 fluorescence polarization; R2B truncated from residue 108, S112A mutant; 0% DMSO only, 100% 113 µM cGMP; activation, % at 11.4 µM; 340,000 tested, 0.079% active;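 active means activation above a cutoff set at the mean over all compounds plus 3 SD, cut at about 18% in these data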;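 further: higher means more holoenzyme dissociation and a rise in polarization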
# Target sequence (P31323 whole entry, looked up, other chains not shown, the tested form may be a part): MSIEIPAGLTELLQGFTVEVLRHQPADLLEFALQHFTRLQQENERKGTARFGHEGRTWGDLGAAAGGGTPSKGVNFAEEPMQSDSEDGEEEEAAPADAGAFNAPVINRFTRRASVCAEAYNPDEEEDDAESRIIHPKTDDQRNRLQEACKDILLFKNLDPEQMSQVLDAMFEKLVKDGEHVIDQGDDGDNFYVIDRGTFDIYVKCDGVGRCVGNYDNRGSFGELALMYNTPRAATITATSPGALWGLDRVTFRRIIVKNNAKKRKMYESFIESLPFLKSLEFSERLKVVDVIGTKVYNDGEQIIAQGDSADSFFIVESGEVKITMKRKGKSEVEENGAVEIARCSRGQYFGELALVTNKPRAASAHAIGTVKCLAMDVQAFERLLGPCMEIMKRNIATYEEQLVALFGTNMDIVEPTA
# Mot1-301 SUMO: SUMOylation pathway inhibition by Mot1-301 growth rescue; S. cerevisiae Mot1-301 growth rescue, ATP luminescence, 38.5C; percent above DMSO median, 100 means doubled; growth rescue, % at 18.8 µM; 320,000 tested, 1% active;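 active means every valid replicate shows activation above 250% relative to neutral control wells; inactive means the rest, any valid replicate at or below 250%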;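 further: OY570 slx delta 5 strain wells were the positive control but not used for scaling; some compounds called inactive have numbers as strong as hits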
# HTR5A inv ctr: HTR5A inverse agonism, opioid heterodimer counter-screen; 340,000 tested, 0.083% active; HTR5A cell line, luminescence; inhibition, % at 9.3 µM; in the data active means inhibition mostly above about 23%, no sharp cut-off; inactive means mostly below about 18%;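 further: 0% = cells with DMSO and 100% = no-cell wells with DMSO; some compounds called inactive have numbers as strong as hits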
# Target sequence (P47898 whole entry, looked up): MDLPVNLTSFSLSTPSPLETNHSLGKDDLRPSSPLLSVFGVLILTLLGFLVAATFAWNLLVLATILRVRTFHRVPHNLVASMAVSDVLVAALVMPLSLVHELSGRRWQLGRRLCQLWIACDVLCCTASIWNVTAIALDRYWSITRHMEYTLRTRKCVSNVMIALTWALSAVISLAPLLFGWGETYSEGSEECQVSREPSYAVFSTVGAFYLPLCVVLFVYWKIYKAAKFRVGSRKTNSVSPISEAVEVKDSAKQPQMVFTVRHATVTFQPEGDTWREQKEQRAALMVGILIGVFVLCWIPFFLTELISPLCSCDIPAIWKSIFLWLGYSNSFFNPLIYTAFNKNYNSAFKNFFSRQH
# OPRM1-OPRD1 inv: inverse agonists of human mu-delta opioid receptor heterodimerization | 340,000 tested, 0.21% active | inhibition, % at 9.3 µM | P35372+P41143 | cell-based MOR-DOR heterodimer luminescence, inverse agonism; in the data active means inhibition above about 22%, passing the limit was not always enough;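 further: 0% = cells with DMSO and 100% = wells without cells with DMSO; values of inactives mirror those of a sister screen read the other way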
# MOR-DOR ag: agonists of human mu-delta opioid receptor heterodimerization. cells, OPRM1-OPRD1 heterodimerization, luminescence. activation, % at 9.3 µM. 340,000 tested, 0.3% active; in the data active means activation above about 18%;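 further: 0% = vehicle-treated cells and 100% = reference agonist; values of inactives mirror those of a sister screen read the other way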
# PKA-R1A activ: activators of PKA-R1A complex; P00514+P68181; PKA-R1A dissociation, Cy5-IP20 fluorescence polarization; scaled: DMSO 0%, 113 µM cGMP 100%; activation, % at 11.4 µM; 340,000 tested, 0.083% active; AID 504707;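 active means percent activation above the mean of all tested compounds plus 3 SD, cut at about 19% in these data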;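 further: higher means more PKAc released from R1A so a rise in polarization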
# Ecoli viability: counter-screen for AddAB inhibitors: E. coli growth inhibition; E. coli V3065 growth, OD600 absorbance, 18 h; inhibition, % at 11.9 µM; 330,000 tested, 0.27% active; AID 449728;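 active means inhibition above the campaign's mean inhibition across all tested compounds plus 3 SD, cut at about 9.9% in these data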;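 further: uninfected addAB+ strain grown without phage in ampicillin broth; 0% = DMSO wells and 100% = ciprofloxacin 0.95 µg/ml wells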
# An asterisk follows results filed as active; / = not tested or not shown.
1. CC(C)(C)c1cc(C(=O)C[n+]2ccc(C(=O)NCCCO)cc2)cc(C(C)(C)C)c1O
2. CCOC(=O)c1ccc2c(c1)C(=O)N(C1CCCCC1)C2=O
3. CC1CCCCC1NC(=S)Nc1cccc(S(=O)(=O)N(C)C)c1 (stereo not drawn)
4. CCCCNC(=O)C(C)N(CCN(C)C)C(=O)CCCN1C(=O)NC(c2ccc(Cl)cc2)C(C(=O)OCc2ccccc2)=C1C (stereo not drawn)
5. C=CCNC(=O)[C@@H]1CSC2c3ccc(OC)c(OC)c3C(=O)N21 (stereo partly drawn)
6. Cc1nc(C)n(C(C)CNS(=O)(=O)c2ccc(Cl)cc2)n1 (stereo not drawn)
7. COc1cccc(C(=O)NCC(=O)OCC(=O)Nc2cc(OC)c([N+](=O)[O-])cc2C)c1
8. CC1(C(=O)Nc2nnc(SCc3ccccc3)s2)Cc2ccccc2C(=O)O1 (stereo not drawn)

assay / compound,1,2,3,4,5,6,7,8
phage Ecoli inh,4.1,1.6,2.1,2.3,0.5,2.2,2.4,3.2
AddAB inh,3.7,3.1,1.2,-2.0,2.0,3.0,3.7,0.3
PfHsp90 set2,1.2,-25.5,/,-3.3,-7.4,21.0,13.0,/
Tat export inh,0.4,1.2,0.5,6.3,-5.4,3.6,-5.9,25.8
PKA-R2B act,7.2,4.0,-9.7,0.9,-8.3,-2.3,0.8,-4.2
Mot1-301 SUMO,/,18.6,-11.6,/,-24.5,-13.8,107.4,28.6
HTR5A inv ctr,16.0,8.0,18.7,-2.5,-1.0,7.4,12.4,-24.7
OPRM1-OPRD1 inv,11.7,0.5,-7.0,14.7,21.3,9.7,13.8,-2.4
MOR-DOR ag,-2.2,-0.1,1.3,-2.9,-4.8,-1.7,-2.7,0.4
PKA-R1A activ,-14.4,-12.3,-2.9,-6.9,-4.4,-8.5,-4.7,-6.2
Ecoli viability,0.3,1.4,1.0,-0.7,0.1,1.8,2.0,-1.1

# One compound at a time (already shown). Order of values: phage Ecoli inh	AddAB inh	PfHsp90 set2	Tat export inh	PKA-R2B act	Mot1-301 SUMO	HTR5A inv ctr	OPRM1-OPRD1 inv	MOR-DOR ag	PKA-R1A activ	Ecoli viability
# CCOC(=O)c1ccc2c(c1)C(=O)N(C1CCCCC1)C2=O across the screens: 1.6	3.1	-25.5	1.2	4.0	18.6	8.0	0.5	-0.1	-12.3	1.4
# CCCCNC(=O)C(C)N(CCN(C)C)C(=O)CCCN1C(=O)NC(c2ccc(Cl)cc2)C(C(=O)OCc2ccccc2)=C1C (stereo not drawn) across the screens: 2.3	-2.0	-3.3	6.3	0.9	/	-2.5	14.7	-2.9	-6.9	-0.7
# CC(C)(C)c1cc(C(=O)C[n+]2ccc(C(=O)NCCCO)cc2)cc(C(C)(C)C)c1O across the screens: 4.1	3.7	1.2	0.4	7.2	/	16.0	11.7	-2.2	-14.4	0.3

# (listing goes on)
9. CCOC(=O)C1C(=O)CC(C)(O)C(C(=O)OCC)C1c1ccc([N+](=O)[O-])cc1 (stereo not drawn)
10. CC(=O)NC12CC3CC(C1)CC(C(=O)OCC(=O)NC(=O)c1cccn1C)(C3)C2
11. CN(C)C(=O)c1ccc(NC(=O)c2cc(-c3ccco3)nc3ccccc23)cc1
12. C#CCOCCOCCOCCNc1nc(N2CCN(C(=O)[C@H]([C@@H](C)O)n3cc(CCCCN)nn3)CC2)nc(N2CCN(C(=O)[C@H](CCCCN)n3cc(CCCC)nn3)CC2)n1
13. CC(=O)C1=C(O)C(=O)N(CCN2CCOCC2)C1c1ccc(N(C)C)cc1 (stereo not drawn)
14. O=C(O)C1CCN(C(=O)c2ccccc2C(=O)N2CCC(C(=O)O)CC2)CC1
15. Cc1ccc(CNc2ccc3c(c2)ncn3C(C)(C)C)cc1
16. Cc1ccsc1C1NC(=O)c2ccccc2N1 (stereo not drawn)

assay / compound,9,10,11,12,13,14,15,16
phage Ecoli inh,2.1,1.5,2.1,3.1,2.9,2.8,2.2,1.7
AddAB inh,2.1,-0.2,/,-2.6,2.2,0.7,1.4,-0.8
PfHsp90 set2,-37.8,-9.2,15.1,11.1,7.3,-0.9,-9.5,2.0
Tat export inh,-7.0,-8.6,20.6,2.3,-0.1,1.7,4.0,-3.4
PKA-R2B act,13.7,-2.1,-5.0,-7.0,0.8,3.5,6.8,-0.9
Mot1-301 SUMO,6.6,-5.4,5.8,-4.6,-4.6,-10.6,0.6,94.7
HTR5A inv ctr,-5.1,-17.1,23.3,-14.0,-6.8,10.9,-13.4,-29.8
OPRM1-OPRD1 inv,8.1,3.3,5.4,-8.8,17.9,4.7,13.0,7.3
MOR-DOR ag,-1.6,-0.6,-1.0,1.6,-3.6,-0.8,-2.6,-1.3
PKA-R1A activ,1.9,-1.6,-4.3,5.2,5.6,-0.3,2.2,-8.2
Ecoli viability,1.8,0.6,/,-2.5,-1.4,0.2,-1.0,-0.5

17. O=S1(=O)OCCC(c2ccccc2)N1Cc1ccccc1 (stereo not drawn)
18. S=c1[nH]cc(-c2ccc(Cl)cc2)n1-c1ccccc1
19. CCOC(=O)c1c(S(=O)(=O)NCC(=O)Nc2cc(C)ccn2)c(C)n(C)c1C
20. CCOC(=O)c1ccc(NC(=O)CN2C(=O)CSCC2=O)cc1
21. COc1ccc(OC)c(CN2CCN(S(=O)(=O)c3ccccc3)CC2)c1
22. CCCCN(C)C(=O)C1CCCN(S(=O)(=O)c2ccc3c(c2)oc(=O)n3C)C1 (stereo not drawn)
23. O=C(c1ccc2nc(N3CCOCC3)sc2c1)N1CCCC1
24. COc1ccc(/C=N/n2c(SC)nnc2-c2ccccc2)cc1C

assay / compound,17,18,19,20,21,22,23,24
phage Ecoli inh,-1.8,2.8,0.9,2.3,0.9,3.8,2.1,0.7
AddAB inh,4.2,4.7,0.1,1.0,1.4,-3.1,-2.5,3.2
PfHsp90 set2,7.5,-30.3,7.9,13.1,10.5,6.7,14.4,-5.2
Tat export inh,-12.5,0.0,2.7,-8.4,0.6,-12.2,6.1,8.7
PKA-R2B act,-4.5,0.7,-0.9,1.3,2.8,-2.0,4.5,-7.5
Mot1-301 SUMO,-3.2,19.9,263.2,3.3,-6.8,13.2,-12.2,/
HTR5A inv ctr,-10.1,26.9,4.2,9.5,-18.0,-16.4,0.6,4.8
OPRM1-OPRD1 inv,15.2,7.7,12.2,-1.5,13.6,8.7,12.4,-7.7
MOR-DOR ag,-2.7,-1.5,-2.3,0.2,-2.8,-1.5,-2.4,1.4
PKA-R1A activ,3.9,0.9,-5.5,5.7,-3.4,-2.5,-2.4,-4.2
Ecoli viability,4.0,0.7,0.1,-2.5,-0.3,-1.3,2.1,-1.8

25. COc1cc(/C=C2\C(=N)N3N=C(S(C)(=O)=O)SC3=NC2=O)ccc1OCCOc1ccccc1C
26. Cc1ccc(C(=O)CSc2n[nH]c(-c3ccco3)n2)cc1C
27. COCc1[nH]nc2c1C1(C(=O)N(C)c3ccccc31)C(C#N)=C(N)O2 (stereo not drawn)
28. c1coc(C2OCC3(CO2)COC(c2ccco2)OC3)c1 (stereo not drawn)
29. Cc1c(C(C)(C)C)s/c(=N/S(=O)(=O)c2ccccc2)n1C
30. O=C(NCc1ccc2c(c1)OCO2)c1c(O)nc2sccn2c1=O
31. CC(C)(C)OC(=O)N1CCC(NC(=O)c2nc[nH]c2C(=O)NCC(=O)OCc2ccccc2)CC1
32. O=S(=O)(NN=C1CCCCCC1)c1ccc(Cl)cc1

assay / compound,25,26,27,28,29,30,31,32
phage Ecoli inh,-2.9,2.8,3.2,3.1,0.4,-0.5,1.3,2.6
AddAB inh,1.4,1.1,1.5,-0.3,1.0,1.6,3.4,0.4
PfHsp90 set2,-9.6,-35.4,/,17.4,15.2,-72.4,5.1,-12.1
Tat export inh,11.9,2.4,0.6,-2.9,6.4,-2.7,5.9,-6.0
PKA-R2B act,0.7,1.3,-4.4,-0.4,5.6,0.0,-16.5,-3.2
Mot1-301 SUMO,-9.3,99.5,-9.8,522.9*,10.3,0.0,-0.9,-17.3
HTR5A inv ctr,0.2,13.2,-8.9,-7.8,10.6,-23.3,-27.8,-30.2
OPRM1-OPRD1 inv,16.8,-9.1,10.1,0.6,-4.3,17.1,-1.0,16.7
MOR-DOR ag,-3.5,1.8,-1.9,-0.1,0.8,-3.1,0.2,-3.2
PKA-R1A activ,4.2,-10.9,-3.5,4.5,0.9,-8.8,-6.1,2.5
Ecoli viability,-2.4,1.6,0.5,-0.2,0.3,-0.1,1.1,4.3

33. CCCC(=O)Nc1cc(C)c(NC(=O)c2ccco2)cn1
34. Cc1ccc(-c2noc(CN3CCC(C(N)=O)CC3)n2)cc1
35. Cc1cccc(NS(=O)(=O)c2ccc(C)c(C(=O)N(C)C3CCN(C)CC3)c2)c1
36. C=CCn1c(SCc2c(C)noc2C)nc2sc3c(c2c1=O)CCC(C)C3 (stereo not drawn)
37. O=S(=O)(Nc1ccncc1)c1cc(Cl)ccc1Cl
38. Cc1ccc(-n2ncc3c2CCCC3NC(=O)CCCN2CCCCC2=O)cc1C (stereo not drawn)
39. CNC(=S)N1CCc2ccccc2C1
40. Cc1cccc(OCC(=O)OC(C)CN2CCCCC2)c1 (stereo not drawn)

assay / compound,33,34,35,36,37,38,39,40
phage Ecoli inh,1.0,-1.8,-1.5,0.7,-1.5,1.4,4.3,0.8
AddAB inh,-0.4,-1.2,/,1.4,-0.3,-0.2,2.4,1.9
PfHsp90 set2,7.0,19.9,/,8.1,-38.6,12.3,-11.9,2.5
Tat export inh,3.0,3.2,4.5,-0.6,-3.0,8.1,-8.6,-2.9
PKA-R2B act,2.0,-8.8,-13.5,-9.5,7.2,-5.3,-5.4,6.3
Mot1-301 SUMO,6.2,-10.6,/,-17.1,128.7,-6.9,-4.6,6.6
HTR5A inv ctr,-8.3,-11.8,7.2,-12.4,-10.1,10.2,11.9,3.8
OPRM1-OPRD1 inv,-2.9,7.9,2.4,11.1,3.5,10.7,0.4,2.5
MOR-DOR ag,0.6,-1.3,-0.5,-1.9,-0.7,-3.3,-0.1,-0.5
PKA-R1A activ,-2.9,-3.0,-4.0,-9.3,9.5,0.6,-11.7,11.8
Ecoli viability,1.5,-1.1,/,-0.3,-3.0,0.9,-2.7,-0.6

41. CCOC(=O)c1cc(NC(=O)c2ccc(OC)cc2)c(=O)oc1-c1ccccc1
42. Cc1cc(C)c2nc(N(CCCN(C)C)C(=O)c3ccc4c(c3)OCCO4)sc2c1
43. CCCc1nc2ccccc2c(C(=O)OCC(=O)NC2CC2)c1CC
44. NC(=O)CNC(=O)[C@@H]1CC2(CC(c3ccccc3)=NO2)CN1C(=O)c1ccc(Br)cc1 (stereo partly drawn)

assay / compound,41,42,43,44
phage Ecoli inh,2.6,3.2,1.7,1.6
AddAB inh,0.8,2.3,2.0,4.1
PfHsp90 set2,4.1,-15.1,-28.1,29.4
Tat export inh,5.6,-2.1,20.3,-5.4
PKA-R2B act,-2.7,5.2,1.0,3.3
Mot1-301 SUMO,-15.0,80.3,11.9,1.1
HTR5A inv ctr,-7.1,12.8,4.7,20.2
OPRM1-OPRD1 inv,-27.4,-9.8,12.9,14.7
MOR-DOR ag,5.5,1.5,-3.1,-2.7
PKA-R1A activ,2.6,-4.5,-3.4,-13.8
Ecoli viability,-3.2,-1.3,1.3,-0.1
